Assay outcomes deposited in PubChem BioAssay by National Center for Advancing Translational Sciences (NCATS).
TbPYK inhibitor – qHTS of Trypanosoma Brucei Inhibitors. AID 624173, 2012. 410,000 tested, 0.12% active. TbPYK enzyme, Kinase-Glo Plus ATP luminescence, 45 min. Potency, µM (highest dose often 76.8 µM), inactives show at the highest dose activity, negative = inhibition, actives largely listed as inhibitors; further: potency means the concentration at half of the fitted maximal effect; nearly all actives have a fitted effect of over 50% in size
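Readout: single end-point luminescence (Kinase-Glo Plus, 10 min). Reaction conditions were TbPYK/substrate plus 130 uM ADP, 45 min at RT, pH 7.2 TEA buffer. No-enzyme wells served as controls, and data were normalized before concentration-response fitting.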
Sm TGR block – qHTS Assay for the Inhibitors of Schistosoma Mansoni Peroxiredoxins. Schistosoma mansoni thioredoxin glutathione reductase (TGR), Q962Y6. purified TGR, DTNB reduction, TNB absorbance 405 nm. Potency, µM (doses to about 114 µM), for inactives: top-dose activity change, negative = inhibition, usual class: inhibitors. 360,000 tested, 3% active; further: potency means the concentration at half of the fitted maximal effect; nearly all actives have a fitted effect of over 60% in size
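TGR 20 nM + NADPH 100 uM (dispensed conc.), cpd preinc 15 min RT; start with NADPH (500 uM addition) then DTNB (15 mM addition). Kinetic TNB absorbance, 405 nm filter. Four-parameter Hill fit across titration.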
AMA1 RON2 block – qHTS for Inhibitors of AMA1-RON; Towards Development of Antimalarial Drug Lead: Primary Screen; Plasmodium falciparum AMA1 (3D7) - RON2 peptide interaction; AlphaScreen AMA1-biotinylated RON2 peptide binding; Potency, µM (series often up to 58.2 µM), for the others: at the top dose activity change, negative = inhibition, usual class: inhibitors; 360,000 tested, 0.2% active; AID 720542, 2013;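 further: potency means the concentration at half of the fitted maximal effect; 0% = vehicle wells and -100% = peptide control; nearly all actives have a fitted effect of over 45% in size; some results filed as inactive show a strong effect at the top dose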
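AMA1 (3D7) with his tag at 25 nM final met compounds first, then biotinylated RON2 peptide at 25 nM; detection used donor plus acceptor beads, 10 µg/mL apiece, read by AlphaScreen after 30 min at room temperature.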
AmpC detergent – qHTS Inhibitors of AmpC Beta-Lactamase (assay with detergent); Potency, µM (doses to about 114 µM), for the others: at the top dose activity change, negative = inhibition, hits mostly inhibitors; AID 485294, 2010; P00811; AmpC hydrolysis of nitrocefin, absorbance 480 nm, 0.01% Triton; 370,000 tested, 0.041% active;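 further: potency means the concentration at half of the fitted maximal effect; 0% = no-compound wells and -100% = no-enzyme wells; nearly all actives have a fitted effect of over 25% in size; some results filed as inactive show a strong effect at the top dose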
Target sequence (P00811 whole entry, looked up): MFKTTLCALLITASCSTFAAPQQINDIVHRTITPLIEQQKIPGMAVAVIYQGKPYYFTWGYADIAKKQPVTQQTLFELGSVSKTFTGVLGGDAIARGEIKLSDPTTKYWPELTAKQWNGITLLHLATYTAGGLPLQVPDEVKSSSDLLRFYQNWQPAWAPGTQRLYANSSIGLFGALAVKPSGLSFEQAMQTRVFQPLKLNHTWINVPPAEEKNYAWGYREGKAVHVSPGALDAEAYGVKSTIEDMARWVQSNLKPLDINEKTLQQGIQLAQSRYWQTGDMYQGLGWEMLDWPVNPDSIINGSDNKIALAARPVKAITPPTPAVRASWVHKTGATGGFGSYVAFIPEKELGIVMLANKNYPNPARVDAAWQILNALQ
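AmpC (5.3 nM in the dispensed reagent) in 20 mM phosphate pH 7.0 with 0.01% (detergent screen) or 0.0001% Triton X-100 was preincubated with compounds for 15 min at room temperature. Nitrocefin was then added from an 800 uM solution, and hydrolysis was followed at 480 nm.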
AmpC no deterg – qHTS Inhibitors of AmpC Beta-Lactamase (assay without detergent). P00811. Potency, µM (titrated, usually from 57.1 µM), for the others: at the highest dose activity change, negative = inhibition, hits mostly inhibitors. 330,000 tested, 0.52% active. AmpC nitrocefin hydrolysis, absorbance 480 nm, 0.0001% Triton. AID 485341, 2010;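 further: potency means the concentration at half of the fitted maximal effect; plate controls were no compound for no effect and no enzyme for full effect; nearly all actives have a fitted effect of over 20% in size; some results filed as inactive show a strong effect at the top dose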
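20 mM phosphate pH 7.0 + 0.01% (detergent screen) or 0.0001% Triton X-100; 5.3 nM AmpC reagent; cpd preinc 15 min RT; nitrocefin (800 uM stock) to start; A480 q20 s × 4 min; Activity was normalised to no-enzyme and no-compound control wells.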
HCMV antiviral – qHTS Assay for inhibitors of the human cytomegalovirus (HCMV); 410,000 tested, 4.5% active; HFF cells, HCMV-luciferase reporter, 72 h; stronger effect = lower value; AID 1259415, 2018; activity change, negative = inhibition, % at 57.5 µM; in the data active means activity change below about -60%; inconclusive means no clear call, values can overlap the other calls; inactive means above about -39%
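Screen run at 2 compound doses on HFFs infected with reporter HCMV, MOI 1 PFU/cell. Luciferase activity from cell lysates at 72 h post infection gave inhibition relative to buffer-only and Salinomycin wells.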
LmPK inhibitor – qHTS Assay for Inhibitors of Leishmania Mexicana Pyruvate Kinase (LmPK); Q27686; purified LmPK, Kinase-Glo ATP luminescence, 1 h; Potency, µM (series often up to 57.5 µM), for inactives: at the top dose activity change, negative = inhibition, most hits filed as inhibitors; 290,000 tested, 0.37% active; further: potency means the concentration at half of the fitted maximal effect
Target sequence (Q27686 whole entry, looked up): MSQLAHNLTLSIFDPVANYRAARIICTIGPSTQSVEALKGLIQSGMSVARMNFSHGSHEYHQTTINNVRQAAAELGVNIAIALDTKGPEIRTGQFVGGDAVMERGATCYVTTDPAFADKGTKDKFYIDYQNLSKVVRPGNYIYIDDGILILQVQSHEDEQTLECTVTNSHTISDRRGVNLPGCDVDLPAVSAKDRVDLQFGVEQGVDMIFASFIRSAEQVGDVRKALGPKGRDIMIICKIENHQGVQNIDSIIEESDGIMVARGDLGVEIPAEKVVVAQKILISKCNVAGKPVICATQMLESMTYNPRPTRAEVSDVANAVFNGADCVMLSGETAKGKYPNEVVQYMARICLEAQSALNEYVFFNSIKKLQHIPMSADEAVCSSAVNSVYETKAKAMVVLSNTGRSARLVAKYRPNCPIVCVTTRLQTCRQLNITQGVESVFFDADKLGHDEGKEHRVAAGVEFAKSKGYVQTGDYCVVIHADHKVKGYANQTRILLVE
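Screened at intermediate enzyme activity to detect both inhibitors and activators: LmPK at 0.1 nM, with a 0.5 nM enzyme column as activation reference. PEP 0.5 mM, ADP 0.1 mM; ATP detected by luminescence after 1 h.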
Starred values were filed as active, the others as inactive; ? = inconclusive; . = not tested or not shown; & = joins results of further samples; [ ] = another dose, or the depositor's remark. Unless noted, the call rests on the fitted dose curve; in most records, active means well fitted curve in the direction sought with a large enough effect; inconclusive means small, poorly fitted or top-dose-only effect, or another doubt; inactive means no such curve, though single readings can be large; an effect the other way counts as inactive or inconclusive. Unless noted, on the % scale 0 is the no-effect control and ±100 the full control effect.

SMILES | TbPYK inhibitor | Sm TGR block | AMA1 RON2 block | AmpC detergent | AmpC no deterg | HCMV antiviral | LmPK inhibitor
O=C(N/N=C\c1cn(-c2ccccc2)nc1-c1ccccc1)c1ccc(Br)o1 | -14% | 14% | -6% | 1% | -12% | 75 | 4%
Cc1cc2c(c(=O)n1Cc1ccccc1)C1O[C@](c3ccsc3)(Cc3cc(C#N)ccc31)O2 | . | -16%[22.9 µM] | . | -8%[22.9 µM] | -42%[11.4 µM] | . | -8%[11.5 µM]
O=C1NC(=O)N(c2ccc3c(c2)OCO3)C(=O)/C1=C/c1ccc(N2CCCCC2)o1 | -8% | ? | -3% | 0% | -12% | -21 | 0%
Cc1nc2ncnn2c(C)c1CCC(=O)NC(C)c1ccc2c(c1)OCCO2 (stereo not given) | . | 7% | 6% | -1% | -10% | 60 | -3%
CC(C(=O)Nc1ccccn1)(c1ccccc1)c1ccccc1 | 0% | 7% | 4% | -8% | 3% | ? | -6%
Cc1ccc(NNC(=O)c2cccs2)cc1Cl | -1% | ? | -30% | 4% | -41% | 6 | 1%
CCOC(=O)CSC1=C(C#N)C(c2sccc2C)CC(=O)N1 (stereo not given) | -8% | -1% | -5% | 0% | -10% | -85* | 0%
CC(C)(C)NC(=O)NC(=O)COC(=O)C1(C)CC1(Cl)Cl (stereo not given) | 1% | -3% | -8% | -7% | -12% | -29 | 1%
O=C(Nc1cccc2c1CCCC2)c1ccc(Br)o1 | 4% | 6% | 10% | 12% | -32% | -2 | 7%
CSC1=NC2(CCN(C(=O)NC3CCCCC3)CC2)N=C1c1ccc(C(C)(C)C)cc1 | -5% | ? | . | 0% | . | -1 | .
CCOC(=O)C1=CCN(S(=O)(=O)c2ccc(C)cc2)C1c1ccc(C(C)C)cc1 (stereo not given) | 6% | . | 2% | . | . | -40 | .
COc1ccc(OC)c(NC(=O)c2cc3c(=O)oc4ccccc4c3s2)c1 | -6% | 4% | . | 8% | . | 10 | .
COc1ccccc1NC(=O)CSc1nc(N)cc(N)n1 | 2% | 2% | 4% | ? | -22% | -28 | -7%
CCCCN(C)C(=O)C1CCC(CNS(=O)(=O)c2ccc(Cl)cc2)CC1 (stereo not given) | -1%[15.4 µM] | 10% | . | 12% | . | 0 | .
O=C(c1cc(C2CCCCN2S(=O)(=O)c2ccc(F)cc2F)on1)N1CCOCC1 (stereo not given) | -11% | . | -2% | . | . | -29 | .
COCCc1ncc(CN2CCC(C(=O)Nc3ccc(-n4cccn4)cc3)CC2)cn1 | -10% | ? | 3% | 3% | 15% | . | -5%
COc1ccc(-n2c(C)nc3cc(C(=O)NC4CCCCCC4)ccc32)cc1 | 2% | 4% | . | -5% | . | 4 | .
CC1(C)Cc2ccccc2C(NNC(=O)c2cccnc2)=N1 | -5% | -9% | -4% | -8% | -14% | -92* | 2%
O=[N+]([O-])c1ccc(S(=O)(=O)N(CC(O)CN2CCCCC2)c2ccccc2)cc1 (stereo not given) | -8% | -4% | 15% | 2% | -7% | -9 | 2%
CCCCN(Cc1ccccc1)S(=O)(=O)c1ccc2c(c1)n(C)c(=O)c(=O)n2C | 8% | 0% | 6% | 6% | -21% | -38 | -4%
COCCn1nnnc1CN1CCC(NC(=O)Nc2cccc(OC)c2)CC1 | 0% | -3% | 2% | -12% | 0% | 0 | 1%
CCN(CC)CC#CCC(C)(c1ccccc1)c1ccccc1 | -1% | -33% | -8% | ? | 35% | -38 | 0%
Cc1ccc(C)c(NC(=O)CN(C)C(=O)c2ccc(-c3cccc(C(F)(F)F)c3)o2)c1 | -2% | -21% | -14% | -22% | 14% | ? | .
O=C(NC(CO)c1ccccc1)c1ccco1 (stereo not given) | 0% | -20% | 13% | 0% | -16% | 25 | 10%
COc1ccc(-c2nc3c(C#N)c[nH]n3c2NC2CCCC2)cc1 | -10% | -16% | . | -7% | . | -27 | .
COc1ccc(CCNC(=O)CSc2nncn2N)cc1OC | -4% | 11% | -3% | 0% | -7% | 27 | -1%
Cc1ccc(C(=O)C(NC(=O)c2ccco2)N2CCOCC2)cc1 (stereo not given) | 7% | -33% | 19% | -3% | 0% | 17 | 3%
CC(C)(C)C1CCc2c(sc(NC(=O)C3CCCO3)c2C(N)=O)C1 (stereo not given) | -3% | -3% | -3% | -6% | 131%[activator] | ? | 0%
Cc1cccc(C(=O)Nc2ccc(C(=O)N3CCCCC3C)cc2)c1 (stereo not given) | -9% | 1% | -11% | 4% | 31% | -27 | 9%
Cc1ccc(C)c(NC(=O)CN(C)C(=O)Cc2coc3cc(C)c(C)cc23)c1 | -1% | -3% | 6% | 9% | -8% | . | .
O=C(NCCNc1ccc([N+](=O)[O-])cc1)c1ccco1 | -5% | -6% | -4% | 1% | -6% | -8 | 1%
COc1ccc2[nH]c(=O)c(CN(CC3CCCO3)S(=O)(=O)c3ccccc3)cc2c1 (stereo not given) | -1% | 0% | -10% | -6% | 30% | -11 | 1%
Cc1cccn2c(CN(C)CCC3CCCCO3)c(C(=O)N3CCCCC3)nc12 (stereo not given) | -1% | -5% | 19% | 10% | 29% | 0 | 8%
NC(N)=NN=C1CCCCCCCCCCC1 | -7% | 14% | 12% | 6% | 1% | -40 | 2%
COc1ccc(C(C)NC(=O)c2ccoc2C)cc1OC (stereo not given) | -7% | 5% | 0% | -17% | -10% | 19 | 1%
O=c1c2c3c(sc2nc2n1CCCS2)CCCC3 | -1% | -8% | 3% | -8% | 5% | 65 | 0%
COc1cccc(NC(=O)CSc2nnc(CNC(=O)c3ccccc3F)o2)c1 | 0% | 6% | 7% | ? | -9% | 5 | -10%
CC(=O)N1CCOc2ccc(S(=O)(=O)NCc3ccc(C)cc3)cc21 | -5% | 1% | -9% | -13% | -7% | -10 | 6%
Cc1cc(C(=O)NNC(=O)c2ccc(Cl)c(S(N)(=O)=O)c2)c(C)o1 | 7% | . | -4% | . | -40% | 14 | .
CCCc1nn(-c2cc(Cl)ccc2OC)c2c1C(=O)CCC2 | 4% | 8% | -29% | ? | 25% | -3 | 3%
Cc1ccc2c(Cl)cc(Cl)c(OCC(=O)NCc3ccco3)c2n1 | . | ? | . | -9% | -37% | . | -3%
COc1ccc(C(CNC(=O)COc2ccccc2)N2CCOCC2)cc1 (stereo not given) | 9% | -6% | 80%[activator] | 0% | 5% | ? | .
CCN1C[C@]2(C)CC[C@H](OC)[C@]34C2[C@H](OC(C)=O)[C@@]2(OCO[C@@]25C[C@H](OC)[C@H]2C[C@]3(O)C5[C@H]2OC)[C@@H]14 | 1% | -9% | 0% | 4% | -5% | 38 | 2%
CSCC[C@H](NC(=O)OC(C)(C)C)c1nnc(SCC=C(C)C)o1 | -2% | -23% | 5% | ? | 4% | -10 | 4%
COc1cc(/C=C2/NC(=O)N(Cc3ccccc3F)C2=O)ccc1Oc1ccc([N+](=O)[O-])cn1 | 1% | -21% | 7% | 2% | -25% | -17 | -2%
CC1CCCCC12NC(=O)N(Cc1cc(=O)n3ccsc3n1)C2=O (stereo not given) | 3% | -15% | -2% | 5% | -13% | -15 | -6%
CC(C)COc1ccc(C(=O)OC2CC(C)(C)OCC2CN(C)C)cc1 (stereo not given) | 0% | 9% | -5% | ? | 124%[activator] | 14 | -5%
COc1cccc(CN2CCNC(=O)C2CC(=O)NC2CCCCC2)c1OC (stereo not given) | 24% | 45µM* | 0% | -1% | 39% | -14 | -1%
CCN(c1ccccc1)S(=O)(=O)c1cc(C(=O)OCC(=O)c2c(N)n(C)c(=O)n(C)c2=O)ccc1C | 4% | . | -21% | . | . | -4 | .
Cc1ccc(NC(=O)C(OC(=O)c2ccc(C=O)cc2)c2ccccc2)cc1Cl (stereo not given) | -8% | 5% | 1% | 11% | -15% | . | 1%

Pulled one by one from the list above:
SMILES | TbPYK inhibitor | Sm TGR block | AMA1 RON2 block | AmpC detergent | AmpC no deterg | HCMV antiviral | LmPK inhibitor
CC(C)COc1ccc(C(=O)OC2CC(C)(C)OCC2CN(C)C)cc1 (stereo not given) | 0% | 9% | -5% | ? | 124%[activator] | 14 | -5%
CCN1C[C@]2(C)CC[C@H](OC)[C@]34C2[C@H](OC(C)=O)[C@@]2(OCO[C@@]25C[C@H](OC)[C@H]2C[C@]3(O)C5[C@H]2OC)[C@@H]14 | 1% | -9% | 0% | 4% | -5% | 38 | 2%
COc1cc(/C=C2/NC(=O)N(Cc3ccccc3F)C2=O)ccc1Oc1ccc([N+](=O)[O-])cn1 | 1% | -21% | 7% | 2% | -25% | -17 | -2%
CCN(c1ccccc1)S(=O)(=O)c1cc(C(=O)OCC(=O)c2c(N)n(C)c(=O)n(C)c2=O)ccc1C | 4% | . | -21% | . | . | -4 | .

(further entries)
SMILES | TbPYK inhibitor | Sm TGR block | AMA1 RON2 block | AmpC detergent | AmpC no deterg | HCMV antiviral | LmPK inhibitor
O=C(CN1C(=O)c2ccccc2C1=O)N(CCO)Cc1ccccc1 | 1% | -14% | -10% | -4% | -1% | 2 | 0%
CC(C)Oc1ccc(CC(=O)NNC(=S)Nc2ccccc2)cc1 | -16% | 5% | 82%[activator] | 5% | -24% | -2 | 1%
COc1ccc2sc(NC(=O)NC(=O)c3c(Cl)cccc3Cl)nc2c1 | -2% | -1% | -25% | -5% | -46% | 21 | -2%
CCCc1cc(=O)[nH]c(SCC(=O)Nc2ccc(N3CCCCC3)cc2)n1 | -9% | . | -1% | . | -29% | -14 | .
Nc1nc2nc(-c3ccccc3)cc(=O)n2[nH]1 | 0%&4% | 7%&4% | -1% | 1%&6% | -11% | 17&27 | 4%
O=C(NCCc1ccccc1)c1cnn(-c2ccc(F)cc2)c1-n1cccc1 | -1% | 1% | . | -2% | . | -26 | .
Cc1nc2ncnn2c(C)c1CCC(=O)N1CCc2ccccc2C1 | -9% | 0% | 23% | ? | -10% | 48 | -3%
Cc1nc(N2CCN(C)CC2)c2cc(-c3ccccc3)sc2n1 | 3% | 3% | -4% | -3% | 120%[activator] | -17 | -3%
O=C(CN(Cc1ccccc1)C(=O)CNS(=O)(=O)c1ccccc1)NCC1CCCO1 (stereo not given) | 0% | 5% | -8% | -12% | 5% | 15 | 3%
